H1N1 NS1A inhibition – NS1A inhibition, H1N1 influenza, cell based functional assay (AID 504329); hit rate 0.3% among 340,000; one-dose inhibition, % at 12.5 µM; IC50 in µM for titrated hits; NS1A functional cell-based assay, percent inhibition; higher % means a stronger effect; in the data active = a potency from the dose series; inconclusive = inhibition above about 27% without an active follow-up result; also: strong numbers were not always called active
M. tuberculosis – growth inhibition of non-replicating M. tuberculosis (AID 488890) | Mycobacterium tuberculosis non-replicating, growth inhibition; higher % means a stronger effect | inhibition, % at 25 µM, or IC50 in µM where a hit was titrated | hit rate 0.39% among 320,000; in the data active = a potency from the dose series; inconclusive = inhibition mostly from about 82% at the one dose, without a potency; inactive = the rest, 99 in 100 with inhibition below about 76%;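 also: plate controls were DMSO cells for no effect and high antibiotic wells for full effect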
VEEV TC-83 Vero – inhibitors of VEEV TC-83 cytopathic effect, confirmation, Vero cells (AID 588727). inhibition, % at 20 µM; hits with a dose series show IC50 in µM. Vero cells, VEEV TC-83 cytopathic effect inhibition; higher % means a stronger effect. hit rate 0.13% among 350,000; in the data active = a potency from the dose series; inconclusive = inhibition mostly from about 14% at the one dose, without a potency; inactive = the rest, 99 in 100 with inhibition below about 12%; also: strong numbers were not always called active
PhoP GFP inhibition – Inhibition of PhoP regulon, Salmonella typhi GFP reporter cells, confirmation, 4 h (AID 1850); Salmonella Typhi PhoP-promoter GFP reporter, fluorescence, 4 h; higher % means a stronger effect; inhibition, % at 50 µM; hits with a dose series show IC50 in µM; hit rate 0.33% among 310,000; in the data active = a potency from the dose series; inconclusive = inhibition mostly from about 25% at the one dose, without a potency; inactive = the rest, 99 in 100 with inhibition below about 19%;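 also: 0% = induced wells with vehicle and 100% = uninduced wells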
M. tuberculosis HTS – M. tuberculosis growth inhibition, HTS (AID 449762); M. tuberculosis H37Rv growth inhibition, 7H9 media; higher % means a stronger effect; inhibition, % at 25 µM; hits with a dose series show IC50 in µM; hit rate 0.59% among 330,000; in the data active = a potency from the dose series; inconclusive = inhibition above about 70% without an active follow-up result;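 also: bacterial growth assessed after seven days of incubation; strong numbers were not always called active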
VEEV TC-83 Vero 10K pilot screen – recorded beside VEEV TC-83 Vero, whose call it bears; inhibition, %; measured here: 10K pilot screen inhibition
* hit, by the source's call; i = inactive; ? = inconclusive; · = no result given.

SMILES	H1N1 NS1A inhibition	M. tuberculosis	VEEV TC-83 Vero	PhoP GFP inhibition	M. tuberculosis HTS	others
CCN(Cc1ccncc1)C(=O)c1cc(COc2c(C)cccc2C)on1	-4%	-1%	6.1%	-12%	-3%
CC1Cc2ccccc2N1CC(=O)c1c(N)n(Cc2ccccc2)c(=O)n(C)c1=O (stereo unspecified)	5%	-1%	9.7%	-7%	2%
CCCCOc1ccc(C(=O)N/C(=C\c2ccc(OC)cc2)C(=O)OCc2ccco2)cc1	0%	52%	5.0%	6%	?
O=C(c1ccco1)N1CCC(c2nc3c(nnn3Cc3ccccc3Cl)c(=O)[nH]2)CC1	-3%	16%	2.2%	12%	2%
C=CCNc1cc(N2CCCC2)ccc1[N+](=O)[O-]	12%	27%	i	-7%	6%
CCOc1cc2[nH]c(=O)n(CCC(=O)NCCc3ccc(OC)c(OC)c3)c(=O)c2cc1OCC	-8%	-1%	3.7%	-8%	7%
CCOC(=O)N/N=C/c1c(F)cccc1F	-13%	8%	0.1%	-5%	-2%
CCCc1cc(C(N)=O)c(NC(C)=O)s1	-3%	29%	4.1%	10%	-5%
COc1ncnc2sc(-c3ccccc3)cc12	22%	1%	1.1%	-21%	4%
N#Cc1ccccc1NC(=O)CSc1nnc(-c2ccncc2)o1	-2%	6%	i	1%	-6%
COc1ccc(C(=O)N=C2SC3CS(=O)(=O)CC3N2c2ccc(N(C)C)cc2)cc1OC (stereo unspecified)	1%	2%	i	5%	3%
CC(=O)c1cccc(NC(=O)C2CCCN(S(=O)(=O)c3ccccc3)C2)c1 (stereo unspecified)	8%	14%	0.4%	2%	0%
O=C(CSc1nnc(SCc2ccc(Cl)cc2)s1)N1CCOCC1	-2%	23%	1.4%	-8%	-1%
Cc1cc(N2CCOCC2)nc(-c2ccc([N+](=O)[O-])cc2)n1	7%	-13%	1.0%	-4%	4%
CCCCC(=O)Nc1ccc(N2CCN(c3ccc(F)cc3)CC2)cc1	-23%	-6%	2.9%	5%	1%
CC(C)(OC(=O)c1ccc(C(F)(F)F)cc1)c1cc2ccccc2c(=O)o1	0%	7%	0.5%	·	-1%
O=C(O)C(=Cc1ccccc1)Cc1ccccc1	1%	·	2.1%	·	·
Clc1ccc(-c2csc(=Nc3cccnc3)n2CCCn2ccnc2)cc1Cl	28%	78%	8.1%	-13%	?
Clc1ccc(Cn2c(-c3cccnc3Cl)nc3ccccc32)cc1	24%	22%	1.5%	-8%	-4%	VEEV TC-83 Vero 10K pilot screen=1.4
CCOC(=O)c1cnc(Nc2ccccc2)nc1C(F)(F)F	4%	12%	1.8%	-4%	4%
CC(=O)c1cc(C(=O)c2ccccc2)sc1Nc1ccccc1	-10%	37%	1.2%	-4%	12%
Cc1ccc(CNC(=O)CCS(=O)(=O)c2ccc3c(c2)CC(C)N3C(=O)C2CC2)o1 (stereo unspecified)	-2%	4%	0.2%	8%	5%
CS(=O)(=O)c1ccc(Cl)c(NC(=O)Nc2ccccc2)c1	-4%	-8%	2.0%	-2%	-1%
Cn1c(C(=O)N[C@@H](C(=O)O)c2ccccc2)cc2cc(Cl)ccc21	-5%	-6%	i	3%	-6%
COc1ccc(C(C(=O)NC2CCCCC2)N(C(=O)c2ccco2)c2ccccc2OC)cc1 (stereo unspecified)	1%	35%	1.8%	-4%	-8%
COCCN(CC(=O)Nc1cccc(C)c1C)C(=O)c1ccc2ccccc2n1	-4%	8%	1.2%	·	11%
CCc1ccc(CC)c(S(=O)(=O)Nc2ccc(C(=O)O)c(O)c2)c1	10%	66%	1.0%	-4%	10%
O=C1C(=O)N(C2CCS(=O)(=O)C2)C(c2cccc(O)c2)/C1=C(/O)c1ccc(Cl)cc1 (stereo unspecified)	-4%	11%	2.5%	4%	-5%
Cc1ccc(-n2c(O)c(C=NC3CCCCC3N)c(=O)[nH]c2=O)cc1C (stereo unspecified)	2%	16%	1.3%	-6%	1%
O=C(CN1C(=O)S/C(=C\c2ccccn2)C1=O)Nc1ccc(F)cc1	-7%	-8%	0.7%	-8%	1%
O=C(CC1C(=O)NCCN1Cc1cccc(F)c1)NC1CCCCC1 (stereo unspecified)	-3%	9%	4.2%	1%	-6%
Cc1nc2ccccc2nc1OCC(=O)NCc1ccc2c(c1)OCO2	8%	-12%	0.1%	-3%	-7%
CCC(CC)C(=O)Nc1cccc(/C(C)=N/NC(=O)c2c(Br)cnn2C)c1	4%	3%	5.2%	-9%	-2%
Cc1ncoc1C(=O)N1CCCC(C(=O)c2ccc3c4c(cccc24)CC3)C1 (stereo unspecified)	4%	6%	2.1%	-4%	-1%
CCN(CC(=O)Nc1ccccc1OC)C(=O)c1ccc(NS(=O)(=O)c2ccc(C(C)=O)cc2)cc1	0%	2%	1.6%	-2%	-16%
CCOC(=O)NNC(=O)C1CCC(C)CC1 (stereo unspecified)	-1%	4%	0.2%	-6%	-1%
O=C(CCc1ccccc1)NCC1(c2ccccc2)CCCC1	-4%	10%	i	-1%	-5%
CCOc1ccccc1OCC(=O)Nc1ccc(Cl)cc1C(=O)c1ccccc1	3%	3%	5.6%	2%	0%
O=C(/C=C\Nc1ccc2c(c1)OCO2)c1cccs1	-9%	16%	1.2%	-2%	?
COc1ccc(C(=O)NCC(=O)NCC2COc3ccccc3O2)cc1 (stereo unspecified)	10%	1%	0.2%	7%	-7%

5 compounds drawn at random from those above, as already listed:
SMILES	H1N1 NS1A inhibition	M. tuberculosis	VEEV TC-83 Vero	PhoP GFP inhibition	M. tuberculosis HTS	others
COc1ccc(C(C(=O)NC2CCCCC2)N(C(=O)c2ccco2)c2ccccc2OC)cc1 (stereo unspecified)	1%	35%	1.8%	-4%	-8%
Cc1nc2ccccc2nc1OCC(=O)NCc1ccc2c(c1)OCO2	8%	-12%	0.1%	-3%	-7%
O=C1C(=O)N(C2CCS(=O)(=O)C2)C(c2cccc(O)c2)/C1=C(/O)c1ccc(Cl)cc1 (stereo unspecified)	-4%	11%	2.5%	4%	-5%
CS(=O)(=O)c1ccc(Cl)c(NC(=O)Nc2ccccc2)c1	-4%	-8%	2.0%	-2%	-1%
O=C(CC1C(=O)NCCN1Cc1cccc(F)c1)NC1CCCCC1 (stereo unspecified)	-3%	9%	4.2%	1%	-6%

2 neighbouring compounds from above, quoted:
SMILES	H1N1 NS1A inhibition	M. tuberculosis	VEEV TC-83 Vero	PhoP GFP inhibition	M. tuberculosis HTS	others
O=C(/C=C\Nc1ccc2c(c1)OCO2)c1cccs1	-9%	16%	1.2%	-2%	?
COc1ccc(C(=O)NCC(=O)NCC2COc3ccccc3O2)cc1 (stereo unspecified)	10%	1%	0.2%	7%	-7%

Additional records.
SMILES	H1N1 NS1A inhibition	M. tuberculosis	VEEV TC-83 Vero	PhoP GFP inhibition	M. tuberculosis HTS	others
Cc1ccc(C)c2[nH]c(=O)c(CN(Cc3ccco3)C(=S)NCC3CCCO3)cc12 (stereo unspecified)	-7%	55%	10%	11%	-2%
Cc1ccccc1N1CC(O)(c2ccccc2)[N+]2=C1SCC2 (stereo unspecified)	-4%	11%	i	-5%	-4%
COc1ccc(NC(=O)CCNC(=O)c2ccccc2)cc1S(N)(=O)=O	-3%	3%	1.5%	-3%	-5%
CCc1[nH]nc2c1C(c1ccsc1)C(C#N)=C(N)O2 (stereo unspecified)	-1%	8%	0.9%	-1%	-3%
CS(=O)(=O)c1ccccc1-c1nnc(NC(=O)Cc2ccccc2)o1	12%	23%	1.8%	-2%	5%
CCOP(=O)(OCC)C(O)c1ccc(N(C)C)cc1 (stereo unspecified)	-14%	-7%	1.6%	0%	-4%
O=C(CSc1nnc(COc2ccc(Cl)cc2)n1Cc1ccco1)c1ccccc1F	4%	-1%	6.0%	-7%	-2%
COc1ccccc1N(CC(=O)NCCSCc1cccc(Cl)c1)S(C)(=O)=O	21%	-13%	i	-1%	-5%
COc1ccc(C(=O)NN(C)c2nc(-c3ccccc3)nnc2C(F)(F)F)cc1	6%	-22%	1.5%	14%	-6%
CCn1nnc(NC(=O)COc2cc(C)ccc2C(C)C)n1	-12%	58%	1.0%	-11%	12%
C/C(=N/OC(=O)c1c(-c2c(F)cccc2Cl)noc1C)c1cnccn1	5%	-11%	0.4%	2%	4%
CCN(CC)C(=O)[C@H]1C[C@H](CC(=O)NCCN2CCOCC2)C(=O)N2CCc3c([nH]c4ccc(Cl)cc34)[C@]12C	14%	·	i	·	·
Fc1ccc(-n2c(-c3ccc4ccccc4n3)n[nH]c2=S)cc1Cl	-9%	-22%	0.6%	-18%	6%
Cc1ccc(C(=O)NC(=S)Nc2cccc3c(C)cc(C)nc23)cc1	-8%	?	6.0%	-6%	?
CCOc1cc(N2CCOCC2)c(OCC)cc1NC(=O)COC(=O)c1ccc(Cl)cc1N	3%	-1%	2.7%	·	0%
O=C(Nc1ccc(O)cc1)/C(=C\C=C\c1ccccc1)NC(=O)c1ccccc1	-2%	4%	9.7%	-3%	0%
Cc1ncc(CN2CCC(CO)(Cc3ccccc3)CC2)s1	11%	-7%	i	-8%	-3%
COc1ccc(/C=C(\C#N)C(=O)NCC2CCCO2)cc1OC (stereo unspecified)	8%	-12%	1.8%	-6%	2%
CCOc1ccc(NC(=O)c2ccc3c(=O)n(-c4ccc(OC)cc4OC)c(=S)[nH]c3c2)cc1	-1%	-1%	i	1%	4%
CCOC(=O)c1c(-c2ccccc2)nc2ccc(C)cn12	-3%	?	i	7%	49%
O=C(NCc1nc2ccccc2[nH]1)c1ccccc1F	·	1%	2.0%	17%	-10%
O=C1CCC(C(=O)N2CCc3c(Cl)cccc3C2)CN1CCCN1CCOCC1 (stereo unspecified)	-8%	-2%	i	-6%	-5%
COc1ccc(C(=O)N[C@H](C(=O)N2CCN(c3ccccc3F)CC2)C(C)C)cc1	2%	-1%	i	-4%	-6%
O=C(Nc1nccs1)c1ccc(CSc2ccccc2)o1	-16%	?	9.2%	0%	-10%
C[C@H](CO)N1C[C@H](C)[C@@H](CN(C)C(=O)Nc2ccccc2)Oc2ccc(NC(=O)Nc3ccc4c(c3)OCO4)cc2C1=O	4%	20%	0.6%	·	2%	VEEV TC-83 Vero 10K pilot screen=0.5
CC(C)c1ccc2oc(-c3cc(N)ccc3O)nc2c1	9%	9%	i	-3%	?
CC(=O)N/N=c1\sc2ccccc2n1C	-3%	-7%	1.3%	-2%	0%
CN(C)CCCNC(=O)/C(=C/c1ccc(-c2ccc([N+](=O)[O-])cc2)o1)NC(=O)c1ccccc1	-10%	24%	0.4%	9%	0%
O=S(=O)(/N=C(/Nc1ccc(F)c(F)c1F)c1ccccc1)c1ccccc1	17%	-9%	i	1%	11%
C=CCn1c(CCC(=O)O)ccc1-c1ccccc1	25%	19%	0.3%	-5%	-2%
O=C(CN1C(=O)c2cccc3cccc1c23)NCc1ccncc1	8%	-8%	7.0%	4%	-1%
COCCn1c(C)cc(C2=NNC(=Nc3ccccc3)SC2)c1C	-2%	56%	0.3%	-4%	-4%
O=C(NNC(=S)Nc1cccc(Cl)c1)c1ccccc1OC(F)F	0%	50%	12%	-6%	10%
Cn1cc(CN2CCCC(CO)(Cc3ccccc3)C2)cn1 (stereo unspecified)	-4%	-7%	1.5%	1%	-6%
COc1ccc2[nH]c3c(NCCCOC(C)C)ncnc3c2c1	-7%	34%	0.9%	-3%	-5%
CCCC[C@@H]1CNC(=S)N1CCCC	-5%	20%	0.5%	-5%	0%
CC1(c2cccc(Br)c2)NC(=O)N(CC(=O)Nc2cccnc2Cl)C1=O (stereo unspecified)	-9%	-3%	6.5%	-5%	-10%

Molecules from the list above that have bromine, in the order listed:
SMILES	H1N1 NS1A inhibition	M. tuberculosis	VEEV TC-83 Vero	PhoP GFP inhibition	M. tuberculosis HTS	others
CCC(CC)C(=O)Nc1cccc(/C(C)=N/NC(=O)c2c(Br)cnn2C)c1	4%	3%	5.2%	-9%	-2%
CC1(c2cccc(Br)c2)NC(=O)N(CC(=O)Nc2cccnc2Cl)C1=O (stereo unspecified)	-9%	-3%	6.5%	-5%	-10%

Screening data deposited in PubChem by Southern Research Specialized Biocontainment Screening Center.
